UBC9 SUMO inh = inhibitors of in vitro SUMOylation cascade, primary screen, biochemical, HTRF, uHTS; SUMO-conjugating enzyme UBC9 (Homo sapiens), P63279; inhibition, % at 35 µM; AID 2006, 2009; HTRF SUMOylation assay, SAE1/SAE2 + UBC9; 290,000 tested, 0.36% active; in the data active means inhibition above about 50%, passing the limit was not always enough; further: strong numbers were not always called active
IMP-1 inhibitor = IMP-1 metallo-beta-lactamase inhibitors, primary screen, biochemical, epi-absorbance readout, Pseudomonas aeruginosa enzyme. metallo-beta-lactamase IMP-1 (Pseudomonas aeruginosa). purified IMP-1, nitrocefin hydrolysis, epi-absorbance fluorescence. inhibition, % at 5.6 µM. 290,000 tested, 0.45% active. AID 1556, 2009;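 active means inhibition above the mean plus 3 SD of all compounds in the same screening run, cut at about 4.5% in these data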;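 further: 0% = IMP-1 with DMSO and 100% = DMSO wells lacking enzyme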
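System: purified recombinant IMP-1 beta-lactamase. Medium: Zinc- and detergent-supplemented HEPES buffer, pH 7.1. Compound: one 5.6 µM dose […]. Schedule: 15 min preincubation plus 25 min reaction at 25 °C. Technique: Epi-absorbance fluorescence, 480 nm excitation, 530 nm emission.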
PHOSPHO1 block = PubChem AID 1565; recombinant PHOSPHO1, absorbance phosphatase assay; 290,000 tested, 1.1% active; inhibition, % at 13.3 µM; Phosphoethanolamine/phosphocholine phosphatase (Homo sapiens), Q8TCT1; in the data active means inhibition above about 60%
IDE act = human IDE activators in live cells, primary screen, fluorescence polarization, HEK cells, FAbeta-B substrate | Insulin-degrading enzyme (Homo sapiens), P14735 | FAbeta-B cleavage; 0% vehicle, 100% cell-free pure enzyme wells | activation, % at 5.96 µM | 340,000 tested, 0.073% active;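 active means activation above the mean of all tested compounds plus 3 SD, set per screening campaign, cut at about 17% in these data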
NS3 helicase inh = inhibitors of HCV NS3 helicase, primary screen, biochemical, Cy5 molecular beacon fluorescence; Hepatitis C virus NS3 helicase; NS3 helicase DNA unwinding; inhibition, % at 10.9 µM; 290,000 tested, 0.56% active; AID 1800, 2009;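 active means inhibition above the mean of all tested compounds plus 3 SD, set per campaign, cut at about 35% in these data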;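 further: 0% = DMSO wells and 100% = thioflavine S control wells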
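test system = hepatitis C virus NS3 helicase domain fragment enzyme | reagent = annealed dual-labelled DNA beacon duplex, ATP-started | times = 1 h at 25 °C | detection = Cy5 fluorescence, 0 and 60 min reads | read-out basis = percent inhibition from t60/t0 fluorescence ratio | control set = DMSO and thioflavine S | replication = one well per compound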
MEKK3 PB1 HTS = modulators of MEKK3-MEK5 PB1 binding, primary screen, biochemical, wildtype MEKK3, multiplex bead flow cytometry, Alexa488-MEK5 | Mitogen-activated protein kinase kinase kinase 3 (Homo sapiens), Q99759 | bead-based flow cytometry, Alexa488-MEK5 binding to MEKK3; actives lie on both sides; 0 = blocked by unlabeled MEK5, 100 = vehicle | 290,000 tested, 1.4% active | binding response (% of control), % at 10 µM;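 active means binding response more than 3 SD above or below the average of its plate-row segment, actives on both sides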;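 further: Alexa488 bead fluorescence after subtracting the streptavidin-only scavenger bead signal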
pCIP destab = p/CIP-EGFP fusion destabilizers, primary screen, fluorescence, F442A cells; 290,000 tested, 0.01% active; AID 1984, 2009; 16 h; decrease of EGFP signal, % at 10 µM;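 active means EGFP signal decrease of at least 30% at 10 µM or well 3 SD below plate mean, unless failing retest; inactive means the rest, including hits failing retest or dose response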; further: some compounds called inactive have numbers as strong as hits; many of its hits are not listed in these tables
Target sequence (Q05BA5 1-1403): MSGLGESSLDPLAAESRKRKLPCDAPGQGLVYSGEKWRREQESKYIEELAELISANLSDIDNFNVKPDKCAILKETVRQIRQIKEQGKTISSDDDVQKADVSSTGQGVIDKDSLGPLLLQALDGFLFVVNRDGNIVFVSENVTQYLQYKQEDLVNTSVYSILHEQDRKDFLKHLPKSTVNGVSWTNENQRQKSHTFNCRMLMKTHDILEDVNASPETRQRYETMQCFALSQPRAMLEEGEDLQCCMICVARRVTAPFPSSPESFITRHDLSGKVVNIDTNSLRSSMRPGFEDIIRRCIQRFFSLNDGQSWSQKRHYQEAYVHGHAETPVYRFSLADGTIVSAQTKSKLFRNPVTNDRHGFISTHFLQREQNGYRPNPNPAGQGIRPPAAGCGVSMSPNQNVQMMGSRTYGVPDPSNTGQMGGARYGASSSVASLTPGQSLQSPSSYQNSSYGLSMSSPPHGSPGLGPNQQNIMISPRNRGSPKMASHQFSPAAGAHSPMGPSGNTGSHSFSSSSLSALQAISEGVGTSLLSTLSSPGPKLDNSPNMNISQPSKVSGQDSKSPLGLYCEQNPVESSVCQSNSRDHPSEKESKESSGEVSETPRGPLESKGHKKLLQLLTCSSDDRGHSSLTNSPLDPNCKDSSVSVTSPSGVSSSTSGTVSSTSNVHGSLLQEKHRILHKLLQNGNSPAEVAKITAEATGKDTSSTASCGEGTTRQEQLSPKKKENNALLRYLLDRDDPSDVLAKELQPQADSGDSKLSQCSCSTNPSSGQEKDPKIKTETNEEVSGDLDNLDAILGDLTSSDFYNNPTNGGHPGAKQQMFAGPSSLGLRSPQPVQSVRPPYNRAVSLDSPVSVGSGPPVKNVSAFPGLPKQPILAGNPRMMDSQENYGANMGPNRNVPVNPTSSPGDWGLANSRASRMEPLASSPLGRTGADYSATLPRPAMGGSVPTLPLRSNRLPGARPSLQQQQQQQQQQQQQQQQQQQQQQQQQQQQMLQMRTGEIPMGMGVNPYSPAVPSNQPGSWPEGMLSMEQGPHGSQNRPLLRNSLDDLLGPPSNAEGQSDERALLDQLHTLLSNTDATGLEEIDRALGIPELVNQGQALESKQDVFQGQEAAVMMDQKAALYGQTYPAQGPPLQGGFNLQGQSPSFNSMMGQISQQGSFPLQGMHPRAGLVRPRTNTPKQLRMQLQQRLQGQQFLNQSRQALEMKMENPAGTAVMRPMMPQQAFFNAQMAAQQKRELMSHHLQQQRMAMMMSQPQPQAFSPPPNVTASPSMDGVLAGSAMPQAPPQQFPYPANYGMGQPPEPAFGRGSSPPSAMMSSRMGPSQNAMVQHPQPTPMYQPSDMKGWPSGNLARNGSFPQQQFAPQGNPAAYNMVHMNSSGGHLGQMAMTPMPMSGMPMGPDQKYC
FID counter = compounds displacing fluorescent DNA intercalator, primary screen, artefact control for HCV NS3 helicase inhibitor project, biochemical, FID fluorescence; DNA fluorescent intercalator displacement; 290,000 tested, 0.17% active; inhibition, % at 7.9 µM; in the data active means inhibition above about 37%;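 further: 0% = vehicle and 100% = reference compound; higher means more ethidium bromide displaced from hairpin DNA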
VIM-2 inh = VIM-2 metallo-beta-lactamase inhibitors, primary screen, biochemical, epi-absorbance readout, Pseudomonas aeruginosa enzyme | purified VIM-2, nitrocefin hydrolysis, epi-absorbance fluorescence | inhibition, % at 5.6 µM | 290,000 tested, 0.89% active | AID 1527, 2009;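 active means inhibition above the mean of all tested compounds plus 3 SD, cutoff set per screening run, cut at about 7.5% in these data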;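 further: red hydrolysis product quenches plate fluorescence so inhibitors raise well fluorescence; 0% = enzyme with DMSO and 100% = DMSO without enzyme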
Starred values were filed as active, the others as inactive; x = no result given.

SMILES | UBC9 SUMO inh | IMP-1 inhibitor | PHOSPHO1 block | IDE act | NS3 helicase inh | MEKK3 PB1 HTS | pCIP destab | FID counter | VIM-2 inh
Cc1ccc(CNC(=O)CS(=O)(=O)CC(=O)O)cc1 | 14 | -2.1 | -8 | 3 | -1 | 102 | 4 | 2 | 0.1
CCOC(=O)c1cc2c(=O)n3ccccc3nc2n(CCCOC)c1=NC(C)=O | 41 | -1.3 | 29 | -1 | -2 | x | -19 | -8 | 5.6
CC1CCC(NC(=S)NCCN(C)C)CC1 (configuration not stated) | 22 | 1.4 | 15 | -4 | 0 | 102 | -6 | 6 | 1.3
Fc1ccc(-n2c(Cn3nnc4ccccc43)n[nH]c2=S)cc1 | 2 | -5.6 | -91 | 1 | 20 | 97 | 3 | -4 | -2.1
CSc1ccc(CNCCCN(C)C)cc1 | 2 | -2.8 | -6 | -1 | 0 | 105 | -4 | 11 | -2.7
CCOc1ccc(-c2n[nH]c(=S)n2Cc2ccccc2)cc1 | -17 | -4.1 | -92 | -1 | -4 | 101 | 5 | -23 | 3.5
CCOc1ccccc1NS(=O)(=O)c1ccc2c(c1)N(C)CCO2 | x | 1.0 | 47 | 7 | -6 | 100 | -9 | -4 | -2.2
O=C1CC(c2ccc3c(c2)OCO3)c2cc3c(cc2N1)OCCO3 (configuration not stated) | 15 | -2.1 | -25 | 1 | 0 | 97 | -2 | -12 | -2.3
Cc1cc(C(=O)NC2CCCN(Cc3ccc(Cl)cc3)C2)no1 (configuration not stated) | 10 | -1.4 | 46 | 1 | 1 | 99 | -2 | 1 | -0.1
Cc1ccc(/C=C2/Sc3ccc(C(=O)NCCN4CCOCC4)cc3NC2=O)cc1 | 26 | -2.1 | 21 | -2 | -35 | 101 | -9 | -1 | -0.5
Cc1cc(NC(=O)CCC(=O)N(Cc2ccccc2)C(C(=O)NC2CCCC2)c2ccco2)no1 (configuration not stated) | -12 | -2.4 | 14 | -2 | 7 | 100 | 2 | -41 | -0.2
O=C(O)CNC(=O)c1ccc(NC(=O)/C(=C/c2cccc([N+](=O)[O-])c2)NC(=O)c2ccco2)cc1 | 24 | -2.4 | x | 0 | 2 | 97 | -7 | -22 | -1.8
CCCCn1c(N)c(-c2nc3ccccc3o2)c2c([N+](=O)[O-])nn(CC)c(=O)c21 | -1 | -1.6 | -22 | -1 | -2 | 87 | -1 | 5 | -3.1
COc1ccc(S(=O)(=O)Nc2cc(C(C)C)c(O)cc2C)cc1 | -1 | 2.0 | -10 | 2 | 10 | 91 | -6 | -8 | 0.9
Nc1nc(CCOc2ccc(F)cc2)cs1 | 6 | -2.3 | -15 | 2 | -8 | 102 | -2 | -2 | -0.7
CSc1nnc(C(C)(C)C)c(=O)n1/N=C/c1c(O)ccc2ccccc12 | 8 | -2.7 | 20 | 10 | 3 | 87 | -9 | -3 | -2.1
COc1cc(OC)c(N(C)S(=O)(=O)c2cccc(C(=O)NC(C)C3CC4CCC3C4)c2)cc1Cl (configuration not stated) | -9 | -1.1 | 24 | 5 | -4 | 83 | 6 | -19 | -0.7
O=C(CN1C(=O)CCS(=O)(=O)c2ccccc21)Nc1ccc(F)cc1 | 5 | 1.8 | 40 | 3 | 16 | 98 | 2 | -9 | 0.7
COc1ccc(C)cc1N(C(=O)Cn1nnc(-c2ccc(C)o2)n1)C(C(=O)NC1CCCC1)c1ccncc1 (configuration not stated) | 6 | -2.5 | 23 | 3 | -7 | 101 | 9 | -42 | -2.0
Cc1ccc(/C=N/NC(=O)c2nnn(-c3nonc3N)c2CSc2ccc(Cl)cc2)cc1 | 8 | -2.7 | 4 | -4 | 0 | 97 | -4 | -2 | -5.1
COc1cc(Cl)ccc1OCc1cc(C(=O)NCC(C)(C)N2CCOCC2)no1 | -8 | -1.7 | 36 | 3 | 0 | 97 | 0 | -7 | -3.7
COc1ccccc1OC(=O)CCc1nc2ccccc2s1 | 18 | -3.4 | 7 | -2 | 22 | 98 | -7 | -15 | -2.7
Cn1c(=O)oc2cc(S(=O)(=O)Nc3ccc(F)cc3)ccc21 | -7 | -3.5 | -19 | 3 | 13 | 108 | -8 | -2 | -2.2
O=C(NC(=O)c1ccccc1)Nc1ccccc1 | -11 | -6.3 | 38 | 3 | 13 | 98 | 2 | -7 | 0.2
COc1ccc(C(CNC(=O)c2ccc(S(=O)(=O)Nc3ccccc3F)cc2)N(C)C)cc1 (configuration not stated) | 6 | -3.3 | -41 | 5 | 4 | 96 | -1 | 27 | -3.7

The last three compounds of the section before come first, to join the parts.
SMILES | UBC9 SUMO inh | IMP-1 inhibitor | PHOSPHO1 block | IDE act | NS3 helicase inh | MEKK3 PB1 HTS | pCIP destab | FID counter | VIM-2 inh
Cn1c(=O)oc2cc(S(=O)(=O)Nc3ccc(F)cc3)ccc21 | -7 | -3.5 | -19 | 3 | 13 | 108 | -8 | -2 | -2.2
O=C(NC(=O)c1ccccc1)Nc1ccccc1 | -11 | -6.3 | 38 | 3 | 13 | 98 | 2 | -7 | 0.2
COc1ccc(C(CNC(=O)c2ccc(S(=O)(=O)Nc3ccccc3F)cc2)N(C)C)cc1 (configuration not stated) | 6 | -3.3 | -41 | 5 | 4 | 96 | -1 | 27 | -3.7
Cc1ccnc(NC(=O)CS(=O)(=O)c2ccccc2)c1 | 7 | -1.2 | 6 | -4 | 5 | 99 | -7 | -11 | 0.5
CCN(CC)CCN1C(=O)c2ccccc2NC1c1ccc(Br)cc1 (configuration not stated) | 17 | -2.0 | -5 | -4 | -10 | 94 | 17 | 14 | -3.0
Cc1ccc(CN(Cc2ccccn2)C(=O)Nc2ccc(C)c(C)c2)cc1 | -10 | -2.1 | 30 | 0 | -1 | 105 | 4 | -31 | -3.6
O=C(O)C1(S(=O)(=O)CCC(F)=C(F)F)CC1 | 11 | -1.9 | 28 | 5 | -4 | 107 | -12 | 4 | -0.9
CC(=O)Nc1ccc(C(=O)NCC(=O)OCc2ccccc2F)cc1 | 5 | -0.5 | 48 | 1 | 15 | 83 | -3 | -6 | 1.1
COc1cccc2c1OCC1COc3c(c(=O)n(C)c(=O)n3C)C21 (configuration not stated) | 11 | -3.0 | 9 | 5 | 3 | 80 | 0 | -3 | -2.1
CCCc1nc(SCC(=O)Nc2ccc(N3CCOCC3)cc2)c2ccccc2n1 | -23 | -4.3 | -16 | 3 | 0 | 98 | -11 | -3 | -3.3
COc1ccc(C(=O)Oc2c(C)occc2=O)cc1OC | 11 | -1.3 | 16 | -5 | -6 | 104 | 3 | -3 | -1.2
CCN(CC)S(=O)(=O)c1cccc(NC(=O)c2cc3ccccc3o2)c1 | 6 | -2.4 | 15 | 3 | -11 | 113 | 5 | -15 | -1.6
COc1ccc(-c2nc(CS(=O)CC(=O)NCc3ccc(Cl)cc3)c(C)o2)cc1OC (configuration not stated) | 11 | -2.7 | 35 | -1 | 16 | 95 | 3 | -45 | -1.0
CN(C(=O)CC1C(=O)NCCN1CC(c1ccccc1)c1ccccc1)C(C1CC1)C1CC1 (configuration not stated) | -2 | -2.7 | 27 | 6 | -16 | 89 | 0 | -46 | -2.3
CCOC(=O)CCNC(C)C1COc2ccccc2O1 (configuration not stated) | -7 | -3.4 | -33 | 5 | -2 | 100 | -17 | 5 | -1.2
O=C(Nc1ccccc1Cl)C1CCCN1C(=O)OCc1ccccc1 (configuration not stated) | -6 | -1.8 | 17 | -1 | 7 | 96 | -6 | -28 | -7.3
CCc1nc(C)cn1S(=O)(=O)c1cc(Cl)c(OC)cc1Cl | 17 | -2.3 | 38 | -4 | -5 | 104 | -12 | -12 | -2.6
O=C(NCC1CCCO1)C1c2ccccc2C(=O)N1C1CCCCCC1 (configuration not stated) | 2 | -2.4 | -11 | -1 | -4 | 102 | -4 | -6 | -2.4
CCCCNS(=O)(=O)/C=C/c1ccccc1 | 19 | -2.6 | 8 | 3 | 6 | 104 | -11 | -3 | -0.4
CCN1CCN(c2nc3sc4c(c3c(=O)n2-c2ccc(OC)cc2)CCCCC4)CC1 | 5 | -3.1 | 33 | 10 | -79 | 78 | -23 | 19 | -3.1
NS(=O)(=O)c1ccc(N/N=C/c2cn(-c3ccccc3)nc2-c2ccccc2)c([N+](=O)[O-])c1 | 37 | 0.0 | 34 | 8 | -2 | 102 | -2 | -1 | 0.5
CCOc1ccc(/C(O)=C2/C(=O)C(=O)N(c3ccccn3)C2c2ccc(C)cc2)c(C)c1 (configuration not stated) | 4 | -1.6 | x | 4 | 31 | 95 | -4 | -44 | -2.5
Cc1sc2ncn(CC(=O)NCCCOC(C)C)c(=O)c2c1S(=O)(=O)N1CCN(c2ncccn2)CC1 | -5 | -0.3 | 2 | -1 | -4 | x | 6 | -6 | -0.8
CCCSC1=C(C#N)C(c2ccc(OC)cc2)C2=C(CC(C)(C)CC2=O)N1 (configuration not stated) | 8 | -1.8 | 20 | 3 | 1 | 109 | -9 | -10 | -2.0
CCOc1ccc(-n2cc(C(=O)Nc3cccc(C)n3)c3cc(OC)c(OC)cc3c2=O)cc1 | x | 0.0 | x | 4 | -4 | 108 | x | 0 | -1.4
COc1ccc(C2CC(c3ccccc3)=NN2C(=O)COC(=O)/C=C/c2ccc(O)c(OC)c2)cc1 (configuration not stated) | 5 | -0.4 | 2 | -1 | -9 | 84 | -2 | -24 | 0.9
COc1cccc(C(=O)NC(Cc2ccccc2)c2ccc3c(c2)OCCCO3)c1 (configuration not stated) | -1 | -7.7 | 2 | 1 | -7 | 97 | -5 | -23 | -3.1
O=C(COC(=O)C1CC(O)CN1C(=O)Oc1ccccc1)c1ccc(Br)cc1 (configuration not stated) | -13 | -1.4 | 21 | 4 | 1 | 93 | -16 | -26 | -2.1
O=C(O)/C=C/C(=O)Nc1ccc(-n2nccc2C(F)(F)F)cc1 | -1 | -4.9 | 27 | 5 | -6 | 102 | -1 | 4 | -2.5
CN(c1cccc(NC(=O)CN(c2ccc(C34CC5CC(CC(C5)C3)C4)cc2)S(C)(=O)=O)c1)S(C)(=O)=O | -6 | -1.7 | 10 | 2 | -13 | 106 | -10 | -28 | -1.8

Record cards (already shown).
`O=C(O)C1(S(=O)(=O)CCC(F)=C(F)F)CC1` reads UBC9 SUMO inh: 11; IMP-1 inhibitor: -1.9; PHOSPHO1 block: 28; IDE act: 5; NS3 helicase inh: -4; MEKK3 PB1 HTS: 107; pCIP destab: -12; FID counter: 4; VIM-2 inh: -0.9
`CCOc1ccc(-n2cc(C(=O)Nc3cccc(C)n3)c3cc(OC)c(OC)cc3c2=O)cc1` reads UBC9 SUMO inh: x; IMP-1 inhibitor: 0.0; PHOSPHO1 block: x; IDE act: 4; NS3 helicase inh: -4; MEKK3 PB1 HTS: 108; pCIP destab: x; FID counter: 0; VIM-2 inh: -1.4

From PubChem

Some of the compounds tested; rates above refer to the full screens.
